High-throughput results deposited in PubChem BioAssay by Sanford-Burnham Center for Chemical Genomics.
EBI2 antag = EBI2 (human) antagonism; P32249; EBI2 beta-arrestin recruitment, luminescence, 7a,25-OHC stimulated; inhibition, % at 5 µM; 360,000 compounds, 0.81% hits; AID 651636; in the data active means inhibition above about 38%;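 further: enzyme fragment complementation signal reports receptor beta-arrestin coupling in cells; 0% = agonist plus DMSO wells and 100% = wells without agonist; some results beyond the cut were filed as inactive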
Target sequence (P32249 whole entry, looked up, the tested form may be a part): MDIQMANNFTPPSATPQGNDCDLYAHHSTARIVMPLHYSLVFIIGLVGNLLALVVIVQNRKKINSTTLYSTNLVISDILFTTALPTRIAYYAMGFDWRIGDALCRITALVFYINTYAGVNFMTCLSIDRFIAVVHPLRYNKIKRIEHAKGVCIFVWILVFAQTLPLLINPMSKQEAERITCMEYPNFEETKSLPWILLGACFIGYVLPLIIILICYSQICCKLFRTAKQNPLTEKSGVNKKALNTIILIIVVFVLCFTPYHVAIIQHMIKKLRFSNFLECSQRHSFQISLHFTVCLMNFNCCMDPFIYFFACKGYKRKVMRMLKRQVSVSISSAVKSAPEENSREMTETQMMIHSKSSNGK
CXCR6 block = CXCR6 (human) receptor inhibition. O00574. CHO-K1 PathHunter CXCR6 beta-arrestin, luminescence. inhibition, % at 20 µM. 360,000 compounds, 0.36% hits. AID 602244; in the data active means inhibition above about 34%, passing the limit was not always enough;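 further: antagonist mode with CXCL16 agonist at 10 nM final; 0% = 10 nM CXCL16 with DMSO and 100% = unstimulated wells without agonist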
Target sequence (O00574 whole entry, looked up): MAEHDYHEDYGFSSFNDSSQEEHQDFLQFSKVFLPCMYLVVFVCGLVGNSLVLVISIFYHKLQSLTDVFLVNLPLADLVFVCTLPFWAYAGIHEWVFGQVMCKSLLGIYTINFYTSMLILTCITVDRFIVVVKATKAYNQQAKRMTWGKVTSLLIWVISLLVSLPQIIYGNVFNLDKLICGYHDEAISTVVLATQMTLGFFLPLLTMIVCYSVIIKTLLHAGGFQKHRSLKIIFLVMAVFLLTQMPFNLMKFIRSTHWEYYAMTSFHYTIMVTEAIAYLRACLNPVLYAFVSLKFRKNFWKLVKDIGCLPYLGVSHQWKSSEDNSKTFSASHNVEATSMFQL
* marks the source's active call; other numbers are inactive results.

| molecule | EBI2 antag | CXCR6 block |
| --- | --- | --- |
| COC(=O)c1ccc(CNC(=O)C2CCC(=O)N(CCc3ccccn3)C2)cc1 (stereo not given) | -0.2 | -2.1 |
| Cc1ccc(NC(=O)c2cc(-c3cc(F)ccc3OCC3CCCO3)n[nH]2)cc1NS(C)(=O)=O (stereo not given) | -2.5 | -8.8 |
| CC(C)(C)Cc1c(-c2ccc(Cl)cc2)nc2c(Cl)cc(C(F)(F)F)cn12 | -3.9 | -6.5 |
| O=C1NC(Cc2ccccc2)c2nc3ccc(Cl)cc3c(=O)n2-c2cc3ccccc3cc21 (stereo not given) | 36.3 | 20.4 |
| COc1cc(Nc2ncc3c(n2)CCN(C(=O)Nc2ccc(C(C)C)cc2)C3)cc(OC)c1OC | 1.5 | -11.4 |
| COc1ccc(-c2coc3c(C(=O)NCc4ccc(OC)c(OC)c4)cccc23)c(C)c1 | 0.0 | 4.7 |
| O=C(CCSc1nc(-c2ccccc2)c(-c2ccccc2)o1)N1CCCCC1 | 8.7 | 5.8 |
| O=C(c1ccco1)N1CC2(CC(c3ccc(Cl)cc3)=NO2)CN1Cc1ccc(Br)cc1 (stereo not given) | 12.4 | 1.5 |
| CC(=O)NC1CC2CCCC(C1)N2C(=O)Nc1c(C)cccc1C (stereo not given) | -12.4 | 2.1 |
| CC1=C(C(=O)N(C)C)CC(CC(=O)NCc2cccs2)C(=O)N1Cc1ccccc1 (stereo not given) | 4.4 | -8.9 |
| CS(=O)(=O)c1cccc(-c2ccc3nncn3c2)c1 | -3.0 | -4.7 |
| O=C1NC[C@H](CCCCN2C[C@@H](Cc3ccccc3)N(Cc3ccccc3)C(=O)C2=O)N(CCC2CCCCC2)C1=O | -3.9 | 1.5 |
| CCc1ccc(CN(C)C(=O)c2cc(COc3cncc(Cl)c3)on2)cc1 | 5.0 | 1.9 |
| CC(N)c1csc(Nc2ccc(C(=O)NCCO)cc2)n1 (stereo not given) | -10.1 | -5.1 |
| Cc1ccccc1-c1cc2nc(NCCc3ccncc3)n(C)c(=O)c2s1 | 16.6 | 3.5 |
| CN(C)c1ccc(-c2ccnc3c2CC(C)(C(=O)NCc2cccc(Cl)c2)O3)cc1 (stereo not given) | 17.0 | 15.9 |
| c1ccc(COc2cccc(-c3cc4nc(NCCOc5ccccc5)ccn4n3)c2)cc1 | 16.4 | 2.0 |
| O=C1NC[C@@H](CCCCN2CCN(CC3CCCCC3)C(=O)C2=O)N(CC2CCCCC2)C1=O | -2.7 | 0.5 |
| Cc1ccc2nc(-c3ccccc3)c(CC3CCCCC3)n2c1 | -0.5 | 0.4 |
| CC(C)(C)c1ccc(CC(=O)N2CCC2(C)C(=O)NCc2ccc(Cl)cc2)cc1 (stereo not given) | 6.8 | 5.4 |
| COc1ccc(NC(=O)C2Cc3c(-c4ccccc4Oc4ccccc4)ccnc3O2)cc1 (stereo not given) | -10.2 | 8.1 |
| Cc1cccc(OCC(=O)Nc2ccc(C(=O)Nc3ccccc3C(=O)O)cc2)c1 | 0.1 | 2.9 |
| O=C1NC(Cc2ccccc2)c2nc3cc(Cl)ccc3c(=O)n2-c2ncccc21 (stereo not given) | 13.1 | 4.4 |
| CC1CCCCN1CCCNC(=O)c1ccc2c(c1)NC(=O)CN2C (stereo not given) | -2.7 | -1.0 |

The list goes on (5 carried over from the part before).
| molecule | EBI2 antag | CXCR6 block |
| --- | --- | --- |
| CC(C)(C)c1ccc(CC(=O)N2CCC2(C)C(=O)NCc2ccc(Cl)cc2)cc1 (stereo not given) | 6.8 | 5.4 |
| COc1ccc(NC(=O)C2Cc3c(-c4ccccc4Oc4ccccc4)ccnc3O2)cc1 (stereo not given) | -10.2 | 8.1 |
| Cc1cccc(OCC(=O)Nc2ccc(C(=O)Nc3ccccc3C(=O)O)cc2)c1 | 0.1 | 2.9 |
| O=C1NC(Cc2ccccc2)c2nc3cc(Cl)ccc3c(=O)n2-c2ncccc21 (stereo not given) | 13.1 | 4.4 |
| CC1CCCCN1CCCNC(=O)c1ccc2c(c1)NC(=O)CN2C (stereo not given) | -2.7 | -1.0 |
| Cc1cc(Cl)ccc1C(=O)C1CCCN(C(=O)c2ccc3c(c2)OCO3)C1 (stereo not given) | 6.3 | -1.2 |
| CC(C)COC(=O)N(C)C[C@H]1OCc2cn(nn2)CCCC(=O)N([C@H](C)CO)C[C@@H]1C | -12.0 | 1.7 |
| CN1CCN(C(=O)c2cc3c(c(-c4cccc(-c5cc6ccccc6o5)c4)n2)[C@@H](CCO)N(S(=O)C(C)(C)C)C3)CC1 (stereo not given in full) | 0.6 | -8.7 |
| CCCCc1c(-c2ccccc2)ncn1CCc1ccccc1OC | 8.0 | -2.9 |
| N#Cc1cnn(-c2cc(Cl)ccc2Cl)c1N | 7.0 | 5.4 |
| O=[N+]([O-])c1ccc2c(c1)CO[C@@]21O[C@H](CCO)C[C@H](O)[C@H]1O | -8.2 | -0.8 |
| Cc1ccc(S(=O)(=O)Nc2ccc3c(c2)C(=O)N([C@@H](C)CO)C[C@@H](C)[C@@H](CN(C)CC2CC2)OCCCC[C@@H](C)O3)cc1 | 0.4 | -5.1 |
| Cc1ccc(S(=O)(=O)N2C[C@H]3n4c(=O)ccc(=O)n4C[C@H](OC(=O)Nc4c(C)noc4C)[C@@]3(O)C2)cc1 | -6.9 | -8.1 |
| CN1OC[C@@H]2CN(Cc3ccccc3)[C@H](c3ccc(N4CCCCC4)cc3)C[C@@H]21 | 16.0 | 10.1 |
| COc1ccc(C2CCCCC2SCC(=O)O)cc1OC (stereo not given) | 4.4 | -0.4 |
| CC(C)C[C@H]1CNC(=O)C(=O)N1C[C@@H]1CCCN1C[C@H](Cc1ccccc1)N1C[C@H](Cc2ccccc2)N(CC2CCCCC2)C(=O)C1=O | -1.6 | 11.0 |
| COc1ccc(C)cc1-n1c(SCC(=O)N2CCOCC2)nc2ccccc2c1=O | -3.7 | 10.2 |
| CC1(C(=O)Nc2ccc3c(c2)OCCO3)CCN1Cc1csc2ccccc12 (stereo not given) | 32.0 | 2.2 |
| CNC(=O)C[C@H]1C(=O)N(C2CCCCC2)C[C@@H]1CSC | 0.0 | 0.1 |
| CC(Oc1ccccc1)C(=O)N1CCN(S(=O)(=O)c2ccc(OC(F)(F)F)cc2)CC1 (stereo not given) | 8.0 | -5.4 |
| C[C@@H]1CN([C@H](C)CO)C(=O)c2cc(NC(=O)Nc3ccc(F)cc3)ccc2O[C@@H](C)CCCCO[C@H]1CN(C)Cc1ccc(C(=O)O)cc1 | -7.4 | -0.2 |
| O=C(COC(=O)COc1ccc(Cl)cc1)Nc1cccnc1Cl | -8.6 | 3.4 |
| O=C(OCc1ccccc1)N1CCC2CC1c1ccc(/C=C/CCCCl)cc12 (stereo not given) | 4.4 | 8.1 |
| O=C(Nc1ccc2c(c1)OCCO2)C1c2ccccc2OCC(=O)N1Cc1ccccc1 (stereo not given) | -10.4 | -6.4 |
| COc1cc(CNC(=O)c2cc(-c3cc(F)ccc3OCC3CCCO3)n[nH]2)cc(OC)c1 (stereo not given) | 7.2 | 2.5 |
| O=[N+]([O-])c1ccc(CN2CC(N3CCC(c4ccccc4)CC3)CS2(=O)=O)cc1 (stereo not given) | -5.6 | -9.6 |
| N#CCCn1cc(C(=O)CN2C(=O)NC3(CCc4ccccc43)C2=O)c2ccccc21 (stereo not given) | -6.8 | -1.9 |
| COc1ccc(-c2cc3nc(C)c(C)c(N4CCN(C(=O)c5ccoc5)CC4)n3n2)cc1 | 25.1 | 3.4 |
| O=C1Nc2ccccc2N(C(=O)c2ccc3ccccc3c2)C1c1nc2ccccc2[nH]1 (stereo not given) | -10.9 | -0.6 |
| C[C@H](CO)N1C[C@H](C)[C@@H](CN(C)C(=O)c2cc(-c3ccccc3)on2)OCc2cnnn2CCCC1=O | -1.5 | 2.9 |
| O=C(C1CCCCC1)N1C[C@@H](O)[C@H](n2cc(C3CC3)nn2)C[C@@H]1c1ccccc1 | -2.9 | 3.5 |
| CC1=C2C3OC(=O)C(C)C3CCC2(C)C=C(Cl)C1=O (stereo not given) | 9.5 | 0.1 |
| COCCN1C[C@@H](CO)O[C@@H](n2cnc3c(N(C)C)ncnc32)C1 | -8.3 | 5.6 |
| Cc1ccc(C)c(C(O)c2ncc(-c3cccc(C(F)(F)F)c3)[nH]2)c1 (stereo not given) | -2.7 | -12.9 |
| Cc1ccccc1S(=O)(=O)N1C[C@H]2[C@H]3C(=O)N(c4ccccc4)C(=O)[C@H]3CC(=O)[C@H]2[C@@H]1c1ccc(Cl)cc1 | -10.9 | -5.1 |
| CCCCNC(=O)c1nc(C2CCN(S(=O)(=O)c3ccccc3)CC2)oc1-c1cccc(C(F)(F)F)c1 | 15.4 | 5.1 |
| COCCCn1c(=O)/c(=C/c2ccccc2OC(C)C)s/c1=C(\C#N)C(=O)Nc1ccc(C(=O)O)cc1 | 4.0 | -0.6 |
| CC1=C(C(=O)N(C)C)CC(CC(=O)NC2CC2)C(=O)N1Cc1ccc(C(C)(C)C)cc1 (stereo not given) | -2.1 | -2.3 |
| CCCCC(=O)N(C)c1c(C)nc2ccc(C(=O)NCCOc3ccc(OC)cc3)cn12 | 33.7 | -0.9 |
| Cc1c(Cl)cnc(NC(=O)COC(=O)c2cccc(S(=O)(=O)N3CCOCC3)c2)c1Cl | -5.4 | -1.0 |
| CN(C)c1ncnc2c1ncn2[C@H]1CN(C2CCCC2)C[C@@H](CO)O1 | -13.6 | 6.5 |
| C[C@H]1CN([C@@H](C)CO)S(=O)(=O)c2ccc(-c3ccncc3)cc2O[C@H]1CN(C)C(=O)c1cccc(F)c1 | -5.4 | -2.1 |
| O=C(Nc1ccc(N2CCOCC2)cc1)C1CCN(S(=O)(=O)c2cccc(C(F)(F)F)c2)CC1 | -4.1 | -4.0 |
| O=C(c1ccc2c(c1)OCCO2)N1CCN(c2ccc(C(F)(F)F)cn2)CC1 | -1.3 | 3.6 |
| c1ccc2c(-c3ccc4nncn4c3)cncc2c1 | -13.1 | -4.0 |
| COC(=O)C[C@H]1C[C@@H]2c3cc(N(C)C)ccc3O[C@@H]2[C@H](CO)O1 | -0.6 | 3.7 |
| CC(C)[C@H](NC(=O)c1ccccc1F)C(=O)Nc1cccc(S(=O)(=O)N2CCOCC2)c1 | -6.1 | 4.2 |
| CCCCNC(=O)C1c2ccccc2OCC(=O)N1CCCN1CCOCC1 (stereo not given) | -8.6 | 6.2 |
| O=C(NCC1CCN(Cc2ccccc2)CC1)[C@H]1O[C@@H](n2ccc(=O)[nH]c2=O)[C@H](O)[C@@H]1O | -5.5 | 1.8 |
| O=C(CCn1c(=S)[nH]c2cc3c(cc2c1=O)OCO3)NCCc1ccccc1Cl | 2.3 | 5.6 |
| CC(=O)c1cccc(NC(=O)C2Cc3c(-c4cccc(C(C)=O)c4)ccnc3O2)c1 (stereo not given) | -4.4 | -7.0 |
| Cc1ccc(S(=O)(=O)NN=C2CC3CC2C2CCCC32)cc1 (stereo not given) | -0.2 | 2.5 |
| CC1(C(=O)O)CCCN1C(=O)c1ccc(Cl)cc1Cl (stereo not given) | -2.7 | -2.5 |
| CCCS(=O)(=O)NC(=O)C1(C)CCCN(C(=O)c2ccnc(Cl)c2)C1 (stereo not given) | -5.6 | -3.3 |
| CN(CC(=O)Nc1ccc(Cl)c(C(F)(F)F)c1)S(=O)(=O)c1cnc[nH]1 | -1.1 | 3.3 |
| CC(=O)c1ccccc1C(=O)N1CCC(CCC(=O)NCc2ccc(F)cc2)CC1 | -7.5 | 0.2 |
| CC(C)CNC(=O)C1(C)CCCCCN1C(=O)c1cc2ccccc2s1 (stereo not given) | 0.6 | 3.3 |
| COc1ccc(CN(C)C(=O)/C=C/[C@H]2O[C@@H](n3cc(C)c(=O)[nH]c3=O)C[C@@H]2O)cc1OC | -11.1 | 1.9 |
| Cc1noc(C)c1C(=O)N1CCCC(C)(C(=O)NS(=O)(=O)C2CC2)C1 (stereo not given) | -5.3 | 2.2 |
| COCCNC(=O)c1cccc2c(-c3cccc(C(N)=O)c3)coc12 | -3.0 | 1.5 |
| C[C@H]1CN([C@@H](C)CO)C(=O)c2cc(C#CCC3CCCC3)cnc2O[C@@H]1CN(C)C(=O)CC1CC1 | -1.1 | 4.7 |

Carrying on:
| molecule | EBI2 antag | CXCR6 block |
| --- | --- | --- |
| CC1=C(C(=O)N2CCOCC2)CC(CC(=O)NCC2CCCCC2)C(=O)N1Cc1ccc(F)cc1 (stereo not given) | -7.5 | -6.0 |
| Cc1cc2oc(=O)cc(CN3CCCCC3)c2cc1Cl | -0.6 | 10.7 |
| CCCCCCN1C[C@@H](O)[C@H](n2cc(COC(=O)c3ccccc3)nn2)C[C@@H]1c1ccccc1 | 11.8 | 15.4 |
| COc1cc(CNC(=O)c2cc(-c3cc(C)cc(F)c3)n[nH]2)cc(OC)c1 | 15.1 | 7.5 |
| O=C(NCc1ccccc1)C1Cc2c(-c3ccc4c(c3)OCO4)ccnc2O1 (stereo not given) | -8.8 | 5.4 |
| NC(Cc1ccc(C(F)(F)F)cc1)c1csc(NC(=O)Nc2ccccc2Cl)n1 (stereo not given) | -3.0 | -27.3 |
| CC(C)CNC(=O)C1(C)CCCCCN1C(=O)c1csnn1 (stereo not given) | 2.8 | 0.3 |
| CCc1ccc(NC(=O)CCCOc2cc(=O)n(C)c3ccccc23)cc1 | -5.1 | -3.8 |
| CCc1nc2ccc(C(=O)NCCN3CCNC3=O)cn2c1N(CC)CCOC | -8.7 | 1.2 |
| CN(C)[C@H]1CCN([C@H]2CS(=O)(=O)N[C@@H]2COCc2ccccc2)C1 | -10.6 | -0.9 |
| CC(C)CNC(=O)c1cccc2c(-c3cccc(C(N)=O)c3)coc12 | -0.8 | 4.0 |
| O=C1OC(O)c2cccc3cccc1c23 (stereo not given) | -4.9 | 0.1 |
| C=CCNc1nc2cc(-c3cccc(NC(C)=O)c3)sc2c(=O)n1C | -0.9 | 5.0 |
| Nc1nc(-c2ccccc2)c(CC(=O)O)s1 | -0.6 | 0.7 |
| CCc1nc2c(OCc3ccc(OC)cc3)cccn2c1N(C)C(=O)C(C)C | -1.6 | -7.8 |

Some of the compounds tested. The share of hits here may be higher or lower than overall.
